# APOBEC3A inh – human APOBEC3A DNA deaminase inhibition; recombinant A3A, FAM/TAMRA ssDNA deamination fluorescence; AID 493011; inhibition, % at 20 µM; 330,000 tested, 0.41% active;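 active means at least 40% inhibition at 20 µM here, with at most 30% in a related deaminase screen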;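 further: plate controls were A3A with DMSO for no effect and wells lacking A3A enzyme for full effect; some results filed as inactive read as strong as hits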
# Target sequence (P31941 whole entry, looked up): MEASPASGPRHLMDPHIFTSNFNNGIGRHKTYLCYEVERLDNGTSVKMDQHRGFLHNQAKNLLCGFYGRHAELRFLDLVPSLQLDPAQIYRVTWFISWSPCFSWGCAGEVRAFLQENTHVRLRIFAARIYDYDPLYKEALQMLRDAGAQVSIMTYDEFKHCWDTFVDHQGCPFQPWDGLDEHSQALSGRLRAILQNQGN
# ATG4B inhibitor – ATG4B (human) cysteine protease inhibition; ATG4B cleavage of LC3-PLA2, NBD-HPC fluorescence, 1 h; 340,000 tested, 0.51% active; inhibition, % at 8.33 µM; in the data active means inhibition above about 40%
# mIAP act – increases mouse intestinal alkaline phosphatase activity | muIAP, CDP-Star luminescence, 30 min; active compounds read high; 1 = vehicle-only enzyme signal, 0 = enzyme-free wells | activation factor at 10 µM | 330,000 tested, 0.24% active | AID 2805;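 active means activation factor of at least 2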; further: the source names both 10 and 20 µM as test concentration; values of inactives mirror those of a sister screen read the other way
#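 also added = chemiluminescent substrate CDP-Star | test system = mouse IAP enzyme | signal = chemiluminescence readout | compound = DMSO-dissolved test compounds | incubation = 30 min at room temperature | benchmarks = DMSO wells, no-enzyme wells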
# hIAP act – increases human intestinal alkaline phosphatase activity; 330,000 tested, 0.16% active; P09923; AID 2524; purified human IAP, CDP-Star luminescence, 30 min; active compounds read high; 1 = vehicle-only enzyme, 0 = enzyme-free background; activation factor at 10 µM;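 active means activation factor of the enzyme at least 2-fold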; further: the source names both 10 and 20 µM as test concentration; values of inactives mirror those of a sister screen read the other way
# Target sequence (P09923 whole entry, looked up): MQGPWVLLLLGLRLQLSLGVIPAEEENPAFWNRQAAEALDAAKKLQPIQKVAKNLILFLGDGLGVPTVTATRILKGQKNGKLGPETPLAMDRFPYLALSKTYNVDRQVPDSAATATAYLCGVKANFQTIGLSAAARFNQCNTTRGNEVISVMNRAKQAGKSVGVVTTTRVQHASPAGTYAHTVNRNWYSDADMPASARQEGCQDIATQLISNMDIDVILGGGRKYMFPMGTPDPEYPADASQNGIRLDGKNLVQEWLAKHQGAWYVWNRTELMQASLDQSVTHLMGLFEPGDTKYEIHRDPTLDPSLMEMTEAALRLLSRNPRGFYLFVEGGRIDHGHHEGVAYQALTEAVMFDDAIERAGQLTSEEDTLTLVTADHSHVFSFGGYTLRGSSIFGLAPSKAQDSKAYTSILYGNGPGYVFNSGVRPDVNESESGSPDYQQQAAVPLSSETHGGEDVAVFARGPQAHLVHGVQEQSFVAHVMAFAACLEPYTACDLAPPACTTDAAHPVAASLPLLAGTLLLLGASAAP
# hIAP inh – blocks human intestinal alkaline phosphatase; AID 2544; inhibition, % at 10 µM; 330,000 tested, 0.12% active; P09923; purified IAP, CDP-Star luminescence, 30 min;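 active means inhibition reaching a set limit with compound at 10 µM in the primary screen, cut at about 35% in these data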;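 further: plate controls were DMSO wells with enzyme for no effect and no-enzyme buffer wells for full effect; values of inactives mirror those of a sister screen read the other way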
# HKDC1 inh – HKDC1 (human) hexokinase inhibition; 340,000 tested, 0.16% active; inhibition, % at 20 µM; recombinant HKDC1, G6PDH/diaphorase resazurin coupled fluorescence;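 active means inhibition above about 35% when tested at 20 µM, limit read from the data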;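 further: plate controls were DMSO wells with enzyme for no effect and DMSO wells lacking enzyme for full effect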
#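 Assay system: in-house recombinant HK5 (HKDC1) enzyme. Input: HKDC1 at 5 µg/mL. Medium: Tris pH 8.0 buffer with MgCl2, Tween-20, BSA, BME. Dosing: single 20 µM dose. Schedule: 90 min reaction incubation at room temperature, dark. Signal: resazurin-to-resorufin fluorescence via G6PDH and diaphorase coupling, 525/613 nm. Controls: DMSO-enzyme wells negative, buffer-substituted wells positive.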
# mIAP inh – mouse IAP inhibition; inhibition, % at 10 µM; purified mouse IAP, CDP-Star luminescence, 30 min; 330,000 tested, 0.2% active; AID 2806;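 active means inhibition of at least 40% at 10 µM in the primary screen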;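 further: plate controls were DMSO with enzyme for no effect and no enzyme wells for full effect; values of inactives mirror those of a sister screen read the other way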
# PfGluPho inh – PfG6PD (Plasmodium falciparum) enzyme inhibition; PfGluPho enzyme, NADPH resazurin-diaphorase fluorescence; inhibition, % at 20 µM; 350,000 tested, 0.78% active; AID 504690;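 active means inhibition reaching at least a set limit at 20 µM in the primary screen, cut at about 59% in these data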;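 further: 0% = DMSO wells with substrate and 100% = DMSO wells lacking glucose-6-phosphate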
# * = called active by the depositor; . = not tested or not shown. Not a hit list (roughly 2.4% active in at least one column).
APOBEC3A inh,ATG4B inhibitor,mIAP act,hIAP act,hIAP inh,HKDC1 inh,mIAP inh,PfGluPho inh,compound
-2.0,17.2,1.01,0.774,22.6,6.3,-0.7,-12.1,O=C(NC1CCCCC1)N1CCN(c2ncccn2)CC1
-3.4,-1.0,1.14,1.01,-1.5,4.8,-14.0,25.7,CCN(CC)c1ccc(-n2cc3c(=O)n(C)c(=O)n(C)c3c2)cc1
-1.2,4.3,0.933,0.899,10.1,-2.9,6.7,5.4,CC(C)Oc1nc(-c2ccc(Cl)cc2)nc2ccccc12
-6.4,6.1,0.986,1.07,-6.7,-0.5,1.4,-3.9,O=C(OCCN1C(=O)c2ccccc2C1=O)c1cc(S(=O)(=O)N2CCOCC2)ccc1Cl
4.4,-7.4,0.94,0.862,13.8,7.1,6.0,-2.9,Cc1sc(NC(=O)c2ccc(=O)n(C)n2)nc1-c1ccccc1
20.5,-7.7,0.947,0.97,3.0,-1.8,5.3,-6.5,Cc1ccc(S(=O)(=O)N2CCN(C(=O)C3COc4ccccc4O3)CC2)cc1C (stereo not given)
84.9,-2.5,1.13,0.91,9.0,-7.1,-12.9,5.9,CCn1c(C)[n+](CC)c2ccc(S(=O)(=O)N(C)C)cc21
-5.9,-4.0,1.15,1.2,-20.2,-14.2,-14.5,-2.1,CCOC(=O)C1CCN(Cc2ccc(F)cc2F)CC1
2.0,-4.8,0.904,0.895,10.5,-0.3,9.6,6.4,Cc1ccc2c(c1)NC(=O)C(CC(=O)NCCCN1CCCCC1C)O2 (stereo not given)
-6.0,-4.3,1.08,0.915,8.5,11.5,-8.1,6.1,Cc1c(C#N)c(NC(=O)CCl)n(Cc2ccccc2)c1C
0.6,-9.8,1.02,0.953,4.7,-7.9,-2.3,13.8,CC1(C)Cc2nc3nc(SCC(=O)Nc4ccccc4)nc(N)c3cc2CO1
3.7,1.0,0.911,1.24,-23.6,-6.2,8.9,73.8*,CC/C(=N\Nc1ccc([N+](=O)[O-])cc1)c1ccccc1
0.3,11.2,0.843,1.05,-5.2,8.1,15.7,-5.7,COc1ccc(Cl)cc1N1C(=O)/C(=C\c2sccc2C)N=C1SCC(=O)NC1CC1
-7.8,5.5,1.1,1.21,-21.0,-6.3,-9.6,-6.5,COCC(=O)N(C)CC1CCCN(CCc2ccccc2OC)C1 (stereo not given)
1.6,3.5,0.885,0.976,2.4,3.4,11.5,24.2,O=C(Nc1cnn(Cc2ccc(F)cc2)c1)c1noc2c1CCCC2
4.8,-3.4,1.07,0.929,7.1,-3.5,-6.6,-7.4,O=C(Cn1c(=O)c2ccccc2n(CC(=O)N2CCCCC2)c1=O)N1CCCCC1
2.3,-3.5,1.06,1.11,-11.0,-0.1,-6.4,-19.4,COC(C)(C)[C@]12CC(O)(C(C)C)ON1[C@H]1CCCCC1N2O (stereo not given in full)
-2.6,-6.3,0.991,0.928,7.2,-3.2,0.9,-5.1,COC(=O)c1cnn(-c2ccccc2)c1/C=N/NC(=S)Nc1ccc(Cl)cc1
2.6,-1.2,1.01,1.07,-6.9,-4.7,-1.5,-15.8,O=C(NCc1ccc2c(c1)OCO2)C1CC(=O)N(c2ccc(O)cc2)C1 (stereo not given)
0.7,6.3,0.996,1.02,-1.6,-10.1,0.4,-8.1,CC(=O)c1ccccc1NS(C)(=O)=O
-3.6,-13.1,0.99,1.37,-37.1,0.1,1.0,-2.5,COc1ccccc1CNS(=O)(=O)c1ccc2c(c1)CC(C)N2C(=O)C1CC1 (stereo not given)
-6.2,13.6,1.01,1.03,-2.7,0.2,-1.2,4.1,CC(NC(=O)CSCc1ccccc1Br)c1ccccc1 (stereo not given)
-110.8,3.6,0.632,1.49,-48.5,-23.2,36.8,-4.9,O=C(N/N=C\c1c(O)ccc2ccccc12)c1ccc(S(=O)(=O)N2CCCCC2)cc1
-2.9,-5.3,1.02,0.979,2.1,-2.8,-2.0,10.0,COC(=O)c1ccccc1NC(=O)CNc1cc(Cl)ccc1N1CCOCC1
4.7,5.1,0.898,0.956,4.4,-5.4,10.2,-1.5,C=CCN1C(=O)C(=O)N(CC(=O)NCC(=O)Nc2ccc(F)c(F)c2F)C1=O
0.9,-9.7,1.03,1.05,-5.1,-7.6,-3.1,-24.3,O=C(Nc1nnc(CCc2ccccc2)s1)c1ccco1
8.0,-0.2,0.855,1.06,-5.6,-6.1,14.5,2.0,COc1ccc(C(=O)NCCc2ccccc2)cc1[N+](=O)[O-]
-2.8,-2.3,1.03,0.965,3.5,9.2,-2.8,6.2,COc1cc2ccccc2cc1C(=O)N1CCN(c2ccccc2O)CC1
2.3,-5.8,1.02,1.02,-2.2,-1.7,-2.3,8.4,O=c1n(-c2ccccc2)c(=O)n(Cc2ccccn2)n1Cc1ccccn1
-1.7,-4.6,0.912,1.02,-2.5,-2.0,8.8,8.7,O=c1c(Cc2c(F)cccc2Cl)c(O)ccn1C1CCCCCC1
-4.6,-5.3,0.891,1.26,-25.7,-8.8,10.9,9.0,CC(CN1CCOCC1)(NS(=O)(=O)c1ccccc1)c1ccccc1 (stereo not given)
1.1,-8.8,0.934,0.829,17.1,5.3,6.6,-11.2,COc1cc2c(cc1OC)/C(=C/C(=O)c1cccc([N+](=O)[O-])c1)NCC2
2.3,1.4,1.06,1.07,-6.7,-6.3,-5.8,-0.1,Cn1ccnc1Sc1cc(Cl)ccc1[N+](=O)[O-]
4.2,-4.7,1.01,1.22,-21.7,0.9,-0.6,35.2,Cc1c(C(C)(C)C)sc(=NC(=O)c2ccccc2O)n1C
-0.9,9.3,0.964,0.92,8.0,0.6,3.6,10.5,NNC(=O)c1cccc(COc2cccc(Br)c2)c1
8.6,-4.9,0.959,1.06,-6.3,5.0,4.1,-3.3,Cc1ccc(C(=O)Nc2ccc(C(=O)N/N=C/c3c[nH]c4ccccc34)cc2)cc1
-3.7,-7.8,1.01,1.13,-13.1,-6.4,-0.8,0.7,C(=N\Nc1nncc2ccccc12)/c1ccccn1
-4.9,6.7,0.992,1.09,-9.4,-5.4,0.8,-14.0,C/C(=N\NC(=O)CC1N=C(Cc2ccccc2)NNC1=O)c1ccncc1 (stereo not given)
20.9,5.1,0.92,0.946,5.4,-8.8,8.0,8.8,O=C(CN1CCc2ccccc21)NC(=O)NCc1ccccc1
3.7,5.2,0.89,0.933,6.7,3.1,11.0,10.8,CCCCCCC(C)n1[nH]c(=O)c2c(C)cc(C)nc21 (stereo not given)
-4.0,.,0.988,0.981,1.9,.,1.2,.,CC(=O)Nc1ccc(S(=O)(=O)Oc2ccc3c(c2)C(C)=CC(C)(C)N3)cc1
2.3,-7.7,0.952,0.95,5.0,-0.7,4.8,1.4,COc1cccc(NC(=O)c2ccc(-c3ccccc3[N+](=O)[O-])o2)c1
3.7,5.3,0.928,0.947,5.3,0.4,7.2,-8.7,Cc1ccc2c(c1)[C@H]1[C@H](CO2)[C@H](c2ccccc2)[C@]2(C)C(=O)Nc3cc(Cl)ccc3C(=O)N12
-3.5,-1.4,0.989,0.971,2.9,-0.4,1.1,24.7,Fc1ccc2c(c1)/C(=N/Nc1ccccn1)CCS2
1.6,-9.9,0.989,0.868,13.2,-0.9,1.1,-10.4,CCOC(=O)C1CCCN(C(=O)Cn2nc(C)n3nc(-c4ccccc4)cc3c2=O)C1 (stereo not given)
-5.1,4.1,1.1,1.18,-18.2,-1.6,-10.0,-24.2,CCN1CCN(S(=O)(=O)c2ccc(Cl)c(C(=O)NC(C)(C)C)c2)CC1
-4.9,-2.5,0.983,0.938,6.2,-1.9,1.7,-28.2,CCn1c(SCC(=O)Nc2ccc(OC)cc2)nc2c1c(=O)n(C)c(=O)n2C
-5.5,-4.1,0.992,1.02,-2.5,-11.2,0.8,-1.9,COc1ccc(OC)c(C(O)CNC(=O)CN)c1 (stereo not given)
-4.4,-11.7,1.1,1.04,-3.7,-3.1,-10.0,5.5,Cc1cccc(N2C(=O)CC(Sc3nc(C)cc(C)n3)C2=O)c1 (stereo not given)
-3.9,10.3,0.944,1.12,-11.7,-2.6,5.6,-25.9,Cc1ccn(CCC(=O)N2CCCC(CCC(=O)NCc3ccc(F)c(F)c3)C2)n1 (stereo not given)
-2.1,9.0,1.11,1.31,-31.2,-2.8,-10.9,-14.1,CCCN(C(=O)c1c(-c2ccccc2)noc1C)c1c(N)n(Cc2ccccc2)c(=O)[nH]c1=O
1.5,0.2,0.989,0.88,12.0,0.3,1.1,-14.4,CC1CCCCC12NC(=O)N(CC(=O)NC(=O)NCc1ccco1)C2=O (stereo not given)
-6.4,0.9,0.963,0.896,10.4,-5.3,3.7,7.1,Cc1cccc(C(=O)NCCN(C)C)c1
-1.7,-2.6,1.03,1.14,-13.9,-2.8,-3.4,9.1,Cc1ccc(S(=O)(=O)NCCC(=O)Nc2cc(F)ccc2C)cc1C
1.9,21.8,0.887,1.05,-4.7,-4.1,11.3,19.7,O=C(CN(Cc1ccccc1)S(=O)(=O)c1cccc(C(F)(F)F)c1)NC1CCCCC1
4.4,-1.9,0.861,0.975,2.5,-1.1,13.9,-6.2,COc1ccc(NC(=O)CSc2nc3ccccc3c(=O)n2CCCN2CCCCC2)c(OC)c1
3.0,3.9,0.896,1.06,-5.6,2.8,10.4,13.2,C=CCc1ccc(OCCOCCOc2ccc(C)cc2[N+](=O)[O-])c(OC)c1
3.6,-11.3,1.05,1.01,-1.5,-2.4,-4.8,-2.2,COc1ccc(C(NC=O)c2cc(OC)c(OC)cc2Br)cc1OC (stereo not given)
12.7,-9.1,1.02,1.02,-1.6,-7.3,-2.3,13.7,Cc1ccc(NC(=O)COC(=O)c2ccco2)cc1C
-2.2,-11.7,0.946,1.82,-82.1,-4.8,5.4,-56.8,O=C(NNC(=O)c1cc(-c2cccc(Br)c2)nc2ccccc12)c1csc(N2CCOCC2)n1

# 5 compounds out of the list above, arranged by their value in HKDC1 inh, ascending.
compound | HKDC1 inh
O=C(CN1CCc2ccccc21)NC(=O)NCc1ccccc1 | -8.8
Cc1cccc(N2C(=O)CC(Sc3nc(C)cc(C)n3)C2=O)c1 (stereo not given) | -3.1
Cc1ccc(S(=O)(=O)NCCC(=O)Nc2cc(F)ccc2C)cc1C | -2.8
COc1cccc(NC(=O)c2ccc(-c3ccccc3[N+](=O)[O-])o2)c1 | -0.7
Cc1ccc2c(c1)[C@H]1[C@H](CO2)[C@H](c2ccccc2)[C@]2(C)C(=O)Nc3cc(Cl)ccc3C(=O)N12 | 0.4

# Later entries
APOBEC3A inh,ATG4B inhibitor,mIAP act,hIAP act,hIAP inh,HKDC1 inh,mIAP inh,PfGluPho inh,compound
-18.5,-14.8,0.958,0.891,10.9,-2.0,4.2,-27.1,CCN(CC)S(=O)(=O)c1ccc2[nH]cc(C(=O)NCCc3ccccc3)c(=O)c2c1
-0.1,-6.1,1.18,1.27,-26.6,-9.0,-18.2,-3.3,COc1ccccc1-c1nnc(SCc2nc3ccccc3[nH]2)n1C
11.7,-3.8,1,0.982,1.8,-3.4,0.0,0.3,CC(=O)Nc1ccc(NC(=O)C(C)OC(=O)CCc2c[nH]c3ccccc23)cc1 (stereo not given)
-1.6,5.1,0.912,0.848,15.2,-7.2,8.8,13.3,C/C(Cn1nc([N+](=O)[O-])cc1C)=N\NC(=O)COc1ccccc1[N+](=O)[O-]

# Copied from the results shown, 2 compounds:
APOBEC3A inh,ATG4B inhibitor,mIAP act,hIAP act,hIAP inh,HKDC1 inh,mIAP inh,PfGluPho inh,compound
-2.2,-11.7,0.946,1.82,-82.1,-4.8,5.4,-56.8,O=C(NNC(=O)c1cc(-c2cccc(Br)c2)nc2ccccc12)c1csc(N2CCOCC2)n1
-18.5,-14.8,0.958,0.891,10.9,-2.0,4.2,-27.1,CCN(CC)S(=O)(=O)c1ccc2[nH]cc(C(=O)NCCc3ccccc3)c(=O)c2c1
